High-throughput results deposited in PubChem BioAssay by PCMD.
CatB inh – inhibitors of human cathepsin B; hit rate 0.1% among 63,000; AID 453; purified cathepsin B, fluorogenic substrate, fluorescence; inhibition, %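 (tested at 10 µM)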; P07858; in the data active means inhibition above about 21%;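 further: 0% = enzyme with no compound and 100% = no enzyme blank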
E coli RNAP – Escherichia coli RNA polymerase inhibition | P0A8V2 | inhibition, %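 (tested at 10 µM)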 | E. coli RNA polymerase, fluorescence transcription assay | AID 559 | hit rate 0.2% among 62,000; in the data active means inhibition above about 20%;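 further: 0% = enzyme without compound and 100% = no enzyme blank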
C1s block – blocks human complement C1s protease activity | P09871 | purified C1s, fluorogenic AMC substrate, pooled mixtures | mean inhibition % of two 10-compound mixtures (stronger effect = higher value), % at 5 µM (by protocol) | hit rate 0.16% among 62,000 | AID 538;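 active means inhibition above 20% in each of the two 10-compound mixture wells holding the compound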;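 further: 0% = enzyme wells lacking compound mixture and 100% = no-enzyme blank wells; some compounds called inactive have numbers as strong as hits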
CatL block – blocks human cathepsin L protease activity. purified cathepsin L, fluorogenic substrate, fluorescence. inhibition, %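 (tested at 10 µM)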. hit rate 0.17% among 58,000; in the data active means inhibition above about 45%;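 further: 0% = enzyme with no compound and 100% = no enzyme blank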
CatB mix inh – human cathepsin B inhibition by mixtures. P07858. Purified cathepsin B, AMC dipeptide fluorescence, compound mixtures. inhibition, %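 (ten-compound pools at 5 µM per compound and 50 µM total)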. hit rate 0.06% among 62,000. AID 488; in the data active means inhibition above about 22%, passing the limit was not always enough;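 further: 0% = enzyme without compound and 100% = no enzyme blank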
Cathepsin G inh – inhibitors of human cathepsin G; P08311; purified enzyme, AMC-tetrapeptide fluorescence, pooled mixtures; inhibition, % at 5 µM (by protocol); hit rate 0.2% among 62,000; AID 581;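 active means inhibition above 20% in each of the two mixture wells holding the compound; inactive means inhibition of 20% or less in either well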;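 further: 0% = enzyme control without mixture and 100% = blank lacking enzyme; strong numbers were not always called active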
Target sequence (P08311 21-244 limits assumed): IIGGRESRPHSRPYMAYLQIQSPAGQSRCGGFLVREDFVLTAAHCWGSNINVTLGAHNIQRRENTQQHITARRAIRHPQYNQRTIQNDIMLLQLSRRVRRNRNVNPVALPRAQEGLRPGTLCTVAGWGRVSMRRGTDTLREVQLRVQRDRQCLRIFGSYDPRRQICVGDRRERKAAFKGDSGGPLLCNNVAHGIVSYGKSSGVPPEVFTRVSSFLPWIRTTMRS
AP complement – alternative pathway complement inhibition, orthogonal assay | Human serum alternative complement pathway, LPS-coated ELISA, C3 deposition; tested in compound mixtures | inhibition, % at 5 µM | hit rate 0.08% among 62,000 | AID 1235;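 active means inhibition above 30% in each of the two pooled mixtures holding the compound, so the lower value exceeds 30%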;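 further: 0% = serum in Mg-EGTA without compound and 100% = EDTA serum blank; some compounds past the cut are filed as inactive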
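Test system: human serum complement alternative pathway, C3 deposition onto LPS / Medium: Mg2+-EGTA GVB++ buffer containing human serum at 1:15 dilution / Probe or stimulus: Plate-bound LPS / Times: 1 h at 37 °C / Signal: ELISA with HRP anti-human C3 antibody, TMB substrate, absorbance 450 nm / Measure: percent inhibition / Repeats: two pool placements per compound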
FXIa inh mix – factor XIa (human) inhibition, mixture screen; P03951; hit rate 0.19% among 62,000; inhibition, % at 5 µM; purified FXIa, fluorogenic substrate, pooled mixtures; AID 680; in the data active means inhibition above about 20%, passing the limit was not always enough;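 further: each value is inhibition by a whole ten-compound pool holding the compound; 0% = enzyme with no mixture and 100% = wells lacking enzyme; strong numbers were not always called active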
Target sequence (P03951 19-387 limits assumed): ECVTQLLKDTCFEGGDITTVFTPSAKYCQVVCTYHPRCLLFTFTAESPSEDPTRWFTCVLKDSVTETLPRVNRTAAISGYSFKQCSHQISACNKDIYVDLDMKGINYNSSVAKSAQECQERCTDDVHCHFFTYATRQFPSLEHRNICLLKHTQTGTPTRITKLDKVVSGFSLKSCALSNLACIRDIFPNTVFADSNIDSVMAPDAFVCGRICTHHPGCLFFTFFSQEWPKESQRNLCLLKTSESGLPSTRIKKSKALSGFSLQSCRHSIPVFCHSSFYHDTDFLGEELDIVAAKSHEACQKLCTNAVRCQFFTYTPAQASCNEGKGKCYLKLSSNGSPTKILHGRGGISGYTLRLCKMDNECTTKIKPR
Target sequence (P03951 388-625 limits assumed): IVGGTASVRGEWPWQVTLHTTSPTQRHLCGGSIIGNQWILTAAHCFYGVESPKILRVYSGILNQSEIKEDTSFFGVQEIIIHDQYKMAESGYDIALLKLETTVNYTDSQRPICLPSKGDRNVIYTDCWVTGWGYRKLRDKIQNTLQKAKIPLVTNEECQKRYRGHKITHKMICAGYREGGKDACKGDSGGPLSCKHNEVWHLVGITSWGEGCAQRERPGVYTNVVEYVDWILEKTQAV
CatS block – blocks human cathepsin S protease activity | P25774 | recombinant cathepsin S, AMC dipeptide fluorescence, pooled mixtures | inhibition, %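 (tested at 5 µM per compound within 10-compound mixtures)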 | hit rate 0.06% among 62,000; in the data active means inhibition above about 32%, passing the limit was not always enough;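 further: 0% = enzyme without compound and 100% = blank without enzyme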
Target sequence (P25774 115-331 limits assumed): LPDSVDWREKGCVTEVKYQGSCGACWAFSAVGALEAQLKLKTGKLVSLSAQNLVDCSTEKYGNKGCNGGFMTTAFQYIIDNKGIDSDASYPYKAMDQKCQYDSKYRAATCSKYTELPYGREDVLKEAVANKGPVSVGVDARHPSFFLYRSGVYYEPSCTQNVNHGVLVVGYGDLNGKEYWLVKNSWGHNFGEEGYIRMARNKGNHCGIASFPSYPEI
Numbers without * were called inactive; . = no result given. Not all compounds are listed; the hit share may differ from the screen's.

Start of the data: the first twelve entries, ahead of the listing:
SMILES | CatB inh | E coli RNAP | C1s block | CatL block | CatB mix inh | Cathepsin G inh | AP complement | FXIa inh mix | CatS block
CN(C)C(=O)Cn1cnc2c(cnn2-c2ccccc2Cl)c1=O | 0 | 5 | 8 | -14 | 2 | 8 | 13 | 6 | -9
CCOC(=O)C1=C(C)NC(SCC(N)=O)=C(C#N)C1c1ccncc1 (centres undefined) | 6 | 10 | 13 | 7 | 2 | 10 | 7 | 10 | 1
C/C(NC(=O)c1ccccc1)=C1/C(=O)CC2C1C2(C)C (centres undefined) | 3 | -1 | 13 | -4 | 5 | 11 | 26 | 5 | 1
C=CCN1C(=O)C2C(C(=O)NCc3ccccc3)C3(C)C=CC2(O3)C1C(=O)NC(C)(C)C (centres undefined) | 3 | 3 | 0 | 35 | 1 | 8 | 12 | 1 | 3
CC(C)C(C(=O)NCc1ccco1)N(C(=O)CNS(=O)(=O)c1ccccc1)C1CCCC1 (centres undefined) | 0 | 1 | 0 | 3 | 0 | 5 | -9 | 4 | -2
O=C(c1cccc(S(=O)(=O)N2CCOCC2)c1)N1CCCc2ccccc21 | 1 | 11 | 16 | 7 | 4 | 15 | 6 | 7 | 3
CCOC(=O)c1c(C)n(C)c2ccc(OC)c(NS(=O)(=O)c3ccc(Cl)s3)c12 | -7 | 6 | 19 | 6 | 5 | 6 | 8 | 6 | 3
Cc1cc(Nc2ccc(F)cc2C)n2nc(C)nc2n1 | 1 | 5 | 3 | . | 8 | 1 | 27 | 7 | 7
CCCCNCCOCCOc1ccc(F)cc1 | -1 | 2 | 5 | . | 1 | 7 | -1 | 1 | 2
CC1CCN(C(=O)CSc2nnc(CNC(=O)c3ccco3)o2)CC1 | -4 | -1 | -19 | -7 | -4 | -4 | 6 | 9 | 1
COc1cccc(NS(=O)(=O)c2ccc(OC)c(OC)c2)c1 | -2 | 5 | -31 | . | 4 | 0 | -2 | 7 | 2
N=c1c(C(=O)NCc2ccccc2)cc2c(=O)n3ccccc3nc2n1Cc1ccco1 | 1 | -2 | -19 | 0 | -1 | 5 | -1 | -8 | 9

Results, previewed entries included:
SMILES | CatB inh | E coli RNAP | C1s block | CatL block | CatB mix inh | Cathepsin G inh | AP complement | FXIa inh mix | CatS block
CN(C)C(=O)Cn1cnc2c(cnn2-c2ccccc2Cl)c1=O | 0 | 5 | 8 | -14 | 2 | 8 | 13 | 6 | -9
CCOC(=O)C1=C(C)NC(SCC(N)=O)=C(C#N)C1c1ccncc1 (centres undefined) | 6 | 10 | 13 | 7 | 2 | 10 | 7 | 10 | 1
C/C(NC(=O)c1ccccc1)=C1/C(=O)CC2C1C2(C)C (centres undefined) | 3 | -1 | 13 | -4 | 5 | 11 | 26 | 5 | 1
C=CCN1C(=O)C2C(C(=O)NCc3ccccc3)C3(C)C=CC2(O3)C1C(=O)NC(C)(C)C (centres undefined) | 3 | 3 | 0 | 35 | 1 | 8 | 12 | 1 | 3
CC(C)C(C(=O)NCc1ccco1)N(C(=O)CNS(=O)(=O)c1ccccc1)C1CCCC1 (centres undefined) | 0 | 1 | 0 | 3 | 0 | 5 | -9 | 4 | -2
O=C(c1cccc(S(=O)(=O)N2CCOCC2)c1)N1CCCc2ccccc21 | 1 | 11 | 16 | 7 | 4 | 15 | 6 | 7 | 3
CCOC(=O)c1c(C)n(C)c2ccc(OC)c(NS(=O)(=O)c3ccc(Cl)s3)c12 | -7 | 6 | 19 | 6 | 5 | 6 | 8 | 6 | 3
Cc1cc(Nc2ccc(F)cc2C)n2nc(C)nc2n1 | 1 | 5 | 3 | . | 8 | 1 | 27 | 7 | 7
CCCCNCCOCCOc1ccc(F)cc1 | -1 | 2 | 5 | . | 1 | 7 | -1 | 1 | 2
CC1CCN(C(=O)CSc2nnc(CNC(=O)c3ccco3)o2)CC1 | -4 | -1 | -19 | -7 | -4 | -4 | 6 | 9 | 1
COc1cccc(NS(=O)(=O)c2ccc(OC)c(OC)c2)c1 | -2 | 5 | -31 | . | 4 | 0 | -2 | 7 | 2
N=c1c(C(=O)NCc2ccccc2)cc2c(=O)n3ccccc3nc2n1Cc1ccco1 | 1 | -2 | -19 | 0 | -1 | 5 | -1 | -8 | 9
O=C(Nc1ccc(N2CCOCC2)c(Cl)c1)c1ccc(Br)o1 | 3 | 10 | 15 | 6 | 8 | 9 | 22 | 1 | 2
O=C(OCc1ccccc1F)c1ccc2c(c1)OCCO2 | 1 | 13 | 5 | 7 | 8 | 5 | 3 | -2 | 51
O=C(NC1CCCC1)C(c1cccs1)N(C(=O)c1ccno1)c1ccccc1 (centres undefined) | 2 | 13 | 13 | 10 | 7 | 9 | -4 | 6 | 10
COC(=O)CCC(=O)Oc1ccc(OC(=O)CCC(=O)OC)cc1 | 0 | 5 | -21 | 15 | -5 | 12 | -7 | -10 | 20
CC(=O)NC(Cc1ccc(F)cc1)C(=O)O (centres undefined) | 6 | 4 | -5 | 9 | 4 | 12 | 10 | 12 | 4
CCc1ccccc1NC(=O)c1nnn(CC(=O)Nc2cccc(C)c2)c1N | 6 | 8 | 10 | . | 3 | 9 | 21 | 7 | -2
Cc1ccc(S(=O)(=O)NCc2ccco2)c(C)c1C | -2 | 3 | -7 | 11 | 2 | -6 | -13 | 13 | -6
CCOc1ccc(OCC)c(NC(=O)C2CCN(S(=O)(=O)c3cnc[nH]3)CC2)c1 | 2 | 9 | 9 | 11 | 8 | 9 | 10 | 6 | -4

The closing two records of the section above are carried over, then new ones follow:
SMILES | CatB inh | E coli RNAP | C1s block | CatL block | CatB mix inh | Cathepsin G inh | AP complement | FXIa inh mix | CatS block
Cc1ccc(S(=O)(=O)NCc2ccco2)c(C)c1C | -2 | 3 | -7 | 11 | 2 | -6 | -13 | 13 | -6
CCOc1ccc(OCC)c(NC(=O)C2CCN(S(=O)(=O)c3cnc[nH]3)CC2)c1 | 2 | 9 | 9 | 11 | 8 | 9 | 10 | 6 | -4
COC(=O)c1c(NC(=O)c2ccc(C)o2)sc2c1CCCCC2 | 2 | -3 | -84 | -18 | -6 | -16 | -5 | -18 | -18
COc1ccc(OC)c(S(=O)(=O)N(C)CC(=O)O)c1 | -2 | 11 | -41 | 16 | -7 | 7 | 14 | -4 | 3
COc1ccc(Nc2cc(C)nc(N3CCOCC3)n2)cc1 | 1 | 7 | -12 | -4 | 0 | -3 | 7 | 4 | 18
O=C(NCc1ccc(F)cc1)C1CCN(S(=O)(=O)N2CCCCC2)CC1 | -1 | 6 | -4 | 0 | 1 | 1 | -5 | 1 | 0
Cc1cc(C(=O)OCC(=O)N2C(C)CCCC2C)c(C)o1 (centres undefined) | 5 | 6 | 17 | 4 | -4 | 9 | -5 | 11 | -9
COc1cccc(-n2nc(C(=O)O)c3ccccc3c2=O)c1 | 2 | -5 | -26 | -1 | -3 | -9 | -5 | 4 | -4
O=C(O)C1C2C=CC(C2)C1C(=O)NC1CCN(Cc2ccccc2)CC1 (centres undefined) | 5 | 2 | 2 | 5 | -1 | 8 | 1 | 0 | 0
CCOC(=O)CSc1nnc(NC(=O)c2cccc(S(=O)(=O)N3CCCCC3)c2)s1 | -2 | -2 | 10 | 5 | 4 | 9 | 22 | 10 | -5
Cc1cc(C(=O)OCC(=O)Nc2ncc(C(F)(F)F)cc2Cl)c(C)o1 | 9 | 4 | -30 | 0 | -1 | -21 | -5 | -9 | 19
CCOc1ccccc1NC(=O)Nc1cc(OC)ccc1OC | 1 | 0 | -5 | 5 | -3 | 5 | 13 | 1 | -6
CCN(CC)S(=O)(=O)c1ccc2[nH]cc(C(=O)NCCC3=CCCCC3)c(=O)c2c1 | 2 | 10 | 1 | 6 | -10 | 10 | -6 | 2 | 8
CC1Cn2c(nnc2-c2cccc(Cl)c2)S1 (centres undefined) | -2 | 7 | 2 | . | 1 | 32 | 10 | 9 | -5
CC(C)n1c(NCc2cccs2)nc2ccccc21 | 0 | 7 | 3 | 19 | -2 | 4 | -1 | -5 | 4
COc1cc(CCC(=O)Nc2cc(Cl)ccc2N2CCN(C)CC2)cc(OC)c1OC | 3 | 6 | 13 | 12 | 1 | 9 | 11 | 11 | 12
CCOCC(=O)Nc1ccccc1C(=O)OCC | 4 | 9 | 12 | 8 | 0 | 10 | 4 | 2 | 4
Cc1c(C(=O)N2CCCCCC2)oc2ccccc12 | 1 | 8 | -1 | 20 | 3 | 12 | 15 | 7 | 0
Cc1ccc(C)c(N2CCN(C(=O)CCNC(=O)Cn3ccc4ccccc4c3=O)CC2)c1 | 5 | 5 | -53 | 3 | 4 | -13 | 0 | -3 | 9
O=C(CSc1ncn[nH]1)Nc1cccc2ccccc12 | 3 | 1 | -1 | 23 | 4 | 7 | 16 | -1 | 9
O=C(O)CSCc1ccc(Cl)cc1 | -1 | 8 | 11 | -6 | 6 | 13 | 11 | 5 | -2
C=CCn1c(SCC(=O)Nc2ccc3c(c2)OCO3)nnc1-c1ccccc1O | 0 | 8 | 23 | -5 | 3 | 11 | 11 | 8 | 0
O=C(NCC1CCCO1)C1CCCN(S(=O)(=O)c2cccc3nsnc23)C1 (centres undefined) | 7 | 7 | -11 | 0 | 6 | 0 | -11 | -1 | 16
CCn1c(SCc2nc3ccccc3nc2C)nnc1-c1cccs1 | 4 | 11 | 15 | . | 6 | 13 | -5 | 7 | 5
Cc1ccc(Cn2ccc(NC(=O)c3noc4c3CCCC4)n2)cc1 | -5 | 3 | 4 | -2 | 45 | 5 | 11 | 5 | .
CCOc1ccc(CCNS(=O)(=O)c2cccc3nsnc23)cc1OCC | 3 | 9 | 9 | . | 4 | 18 | 7 | 8 | -3
COc1ccc(C(N)=O)cc1N | 7 | 4 | -51 | -1 | 3 | -8 | -12 | -10 | 12
Cc1cccn2c(=O)c3cc(C#N)c(=O)n(-c4c(C)n(C)n(-c5ccccc5)c4=O)c3nc12 | -1 | 5 | -50 | -7 | -5 | 2 | -3 | -20 | 1
Cc1cc(=O)oc(C)c1C(=O)NCCC(C)C | 0 | 3 | 9 | 3 | 11 | 4 | 16 | 8 | 3
COc1ccc(-n2ncc3c(NCc4ccccn4)ncnc32)cc1 | -4 | 10 | -1 | 0 | 6 | 3 | 8 | 8 | 8
COc1ccc(Cl)cc1NC(=O)c1ccoc1C | 5 | 5 | -106 | -12 | -13 | 31 | 26 | -13 | -17
CCN(CC)c1ccc2cc(-c3nc4ccccc4n3C)c(=O)oc2c1 | -1 | -9 | -37 | -26 | -4 | -10 | 5 | -25 | -8
Cc1cc(NC(=O)CSc2nc3ccsc3c(=O)n2CCCCC(=O)O)no1 | 3 | 4 | -1 | 1 | 3 | 1 | 3 | 2 | 20
Cc1cccc(NC(=O)C2CCN(S(=O)(=O)c3cccc4nsnc34)CC2)n1 | -2 | 1 | 15 | -1 | 7 | 11 | 17 | 9 | -5
NC(=O)c1ccccc1N/C=C/C(=O)c1ccccc1 | 1 | 4 | 9 | -23 | 2 | 5 | 16 | 2 | -9
CCCCN1C(=O)C2C(c3ccc(OC)cc3O)NC(CC(C)C)(C(=O)O)C2C1=O (centres undefined) | -2 | 1 | 1 | 11 | 2 | 7 | 16 | 1 | -2
CC(C)CCN1C(=O)c2ccc(C(=O)NCC3CCCO3)cc2C1=O (centres undefined) | -3 | -10 | -2 | -4 | -3 | -2 | 16 | 12 | 1
